UBC13 polyUb: blocks human UBC13 polyubiquitin chain formation; inhibition, % at 20 µM; TR-FRET; hit rate 0.47% among 330,000; P61088; AID 485273; in the data active = inhibition above about 45%, passing the limit was not always enough
697 NFkB inh: lowers PMA/ionomycin-induced NF-kB signal in 697 B cells. 697 B-cell NF-kB luciferase reporter, 16 h. inhibition, % at 4 µM. hit rate 0.33% among 330,000; in the data active = inhibition above about 35%
CXCR6 inh: CXCR6 (human) receptor inhibition; O00574; CHO-K1 PathHunter CXCR6 beta-arrestin, luminescence; inhibition, % at 20 µM; hit rate 0.36% among 360,000; in the data active = inhibition above about 34%, passing the limit was not always enough;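 note: antagonist mode with CXCL16 agonist at 10 nM final; 0% = 10 nM CXCL16 with DMSO and 100% = unstimulated wells without agonist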
CCR6 antag: CCR6 (human) receptor antagonism; CHO-K1 CCR6 PathHunter beta-arrestin, luminescence, CCL20-stimulated; inhibition, % at 20 µM; hit rate 0.49% among 340,000;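 active = compounds whose inhibition of the agonist-driven luminescence signal at 20 µM reaches about 50%, limit read from the data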;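 note: cells stimulated with CCL20 at 14 nM final; plate controls were DMSO with CCL20 for no effect and DMSO without agonist for full effect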
EBI2 antag: antagonists of human EBI2 receptor. P32249. EBI2 beta-arrestin recruitment, luminescence, 7a,25-OHC stimulated. inhibition, % at 5 µM. hit rate 0.81% among 360,000; in the data active = inhibition above about 38%;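 note: enzyme fragment complementation signal reports receptor beta-arrestin coupling in cells; 0% = agonist plus DMSO wells and 100% = wells without agonist; some results beyond the cut were filed as inactive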
Target sequence (P32249 whole entry, looked up, the tested form may be a part): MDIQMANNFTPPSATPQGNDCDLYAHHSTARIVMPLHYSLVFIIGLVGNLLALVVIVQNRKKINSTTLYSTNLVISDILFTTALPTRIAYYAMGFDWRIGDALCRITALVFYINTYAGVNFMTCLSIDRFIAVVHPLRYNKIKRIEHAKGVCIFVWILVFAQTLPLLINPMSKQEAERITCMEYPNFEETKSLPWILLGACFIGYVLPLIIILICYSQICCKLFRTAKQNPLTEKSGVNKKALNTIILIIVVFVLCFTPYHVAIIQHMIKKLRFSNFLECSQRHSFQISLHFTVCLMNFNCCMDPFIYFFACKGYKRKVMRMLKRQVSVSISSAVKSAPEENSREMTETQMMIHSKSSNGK
APJ antagonist: APJ receptor antagonism; P35414; CHO-K1 APJ beta-arrestin complementation, luminescence; inhibition, % at 20 µM; hit rate 0.32% among 330,000; AID 2521;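 active = inhibition above about 40% at 20 µM, limit read from the data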;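 note: cells challenged with 10 nM apelin-13 agonist together with compound; plate controls were apelin-13 plus DMSO wells for no effect and DMSO wells lacking apelin-13 for full effect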
Target sequence (P35414 whole entry, looked up): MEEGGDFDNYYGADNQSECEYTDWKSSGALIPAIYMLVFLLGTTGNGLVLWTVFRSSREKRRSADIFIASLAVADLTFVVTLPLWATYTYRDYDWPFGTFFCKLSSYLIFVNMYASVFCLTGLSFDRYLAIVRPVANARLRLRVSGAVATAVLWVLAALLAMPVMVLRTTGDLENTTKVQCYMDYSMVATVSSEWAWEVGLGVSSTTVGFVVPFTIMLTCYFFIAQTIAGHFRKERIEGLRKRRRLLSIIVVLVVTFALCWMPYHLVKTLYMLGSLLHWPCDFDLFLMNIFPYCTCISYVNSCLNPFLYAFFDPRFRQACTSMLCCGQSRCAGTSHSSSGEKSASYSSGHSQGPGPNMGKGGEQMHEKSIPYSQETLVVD
Jurkat NFkB inh: inhibitors of the PMA/ionomycin-induced NF-kB reporter in Jurkat cells; AID 435003; hit rate 0.53% among 330,000; PMA/ionomycin-induced NF-kB luciferase reporter, luminescence; inhibition, % at 4 µM; in the data active = inhibition above about 50%
Gli-Sufu antag: Gli-Sufu pathway antagonism; Sufu-KO-LIGHT fibroblasts, Gli luciferase reporter luminescence; inhibition, % at 5 µM; hit rate 0.74% among 340,000;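 active = inhibition above about 55%, limit read from the data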;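 note: 0% = DMSO-treated cells and 100% = wells with medium but no cells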
* = called active by the depositor; nt = not tested or not shown.

no. | canonical_smiles | UBC13 polyUb | 697 NFkB inh | CXCR6 inh | CCR6 antag
1 | CCOc1ccc(C(Nc2cccnc2)c2cc(Cl)c3cccnc3c2O)cc1 (stereo unspecified) | -33 | -48 | -1 | 8
2 | COCCn1c(SCC(=O)c2ccc3c(c2)OCCO3)nnc1C(C)C | 3 | 7 | -4 | 13
3 | CC(C)CC(NC(=O)C(CO)NC(=O)C1CCC(=O)N1)C(N)=O (stereo unspecified) | 3 | 3 | 5 | -1
4 | Cc1cccc2sc(NC(=O)CN3C(=O)NC4(CCCC4)C3=O)nc12 | 2 | 4 | -5 | 3
5 | O=C(N/N=C/c1ccco1)c1cc(C2CC2)nc2ccccc12 | -4 | 1 | nt | nt
6 | COc1cc2c(cc1OC)CN(C(=O)c1ccc3[nH]c(C)c(C)c3c1)CC2 | 5 | 5 | 3 | 2
7 | Cc1ccc(CSc2nnc(-c3ccc4c(c3)OCO4)o2)cc1 | 2 | 16 | -5 | 24
8 | O=C(C1CCCN(S(=O)(=O)c2cc(Cl)ccc2Cl)C1)N1CCCCCC1 (stereo unspecified) | 4 | -15 | 3 | 19
9 | O=C(CC1Oc2ccccc2NC1=O)NC1CCCC1 (stereo unspecified) | -9 | 9 | -3 | -15
10 | Cc1ccc(C23CC4CC(CC(C(=O)NCC(=O)O)(C4)C2)C3)cc1 | -1 | -11 | 2 | 1
11 | COc1ccc(NC(=O)COC(=O)CN2C(=O)C3CC=CCC3C2=O)c([N+](=O)[O-])c1 (stereo unspecified) | 9 | 7 | -12 | 11
12 | Cc1nc2sc(C(c3ccco3)N3CCN(C(c4ccccc4)c4ccccc4)CC3)c(O)n2n1 (stereo unspecified) | -38 | -38 | 1 | 11
13 | Cc1nn(-c2ccccc2)c2sc(C(=O)c3c(N)n(C)c(=O)n(C)c3=O)cc12 | 13 | 2 | -8 | 2
14 | COc1ccccc1N(CC1CO1)S(=O)(=O)c1ccc(C)cc1 (stereo unspecified) | 5 | 17 | -3 | 3
15 | CCOC(=O)N1CCC(NC(=O)c2cc3c(=O)n(C)c4ccccc4c3n2C)CC1 | 4 | 16 | 2 | -3

no. | EBI2 antag | APJ antagonist | Jurkat NFkB inh | Gli-Sufu antag
1 | 9 | -27 | 22 | -3
2 | 3 | 10 | 7 | 1
3 | -4 | 14 | 3 | 4
4 | 5 | 1 | 1 | 0
5 | nt | 7 | -6 | nt
6 | 0 | -8 | 4 | 1
7 | 9 | 9 | -2 | -5
8 | 13 | 16 | -12 | 4
9 | -2 | 4 | 13 | 6
10 | 2 | 11 | -2 | -8
11 | 3 | -8 | 4 | -18
12 | 6 | 5 | -9 | 43
13 | 7 | 13 | -1 | -4
14 | -2 | -9 | 8 | -8
15 | 1 | 8 | 8 | 8

(further entries)
no. | canonical_smiles | UBC13 polyUb | 697 NFkB inh | CXCR6 inh | CCR6 antag
16 | CC(=O)Nc1ccc(S(=O)(=O)NCc2csc(-c3cccnc3)n2)cc1 | -10 | 12 | 13 | 7
17 | CCOC(=O)C1(Cc2ccc(OC)cc2)CCN(C(=O)[C@@H]2CCCN2C(C)=O)CC1 | -10 | -2 | -5 | 9
18 | Cc1cc(=O)oc2cc(OCc3ccc(C(=O)OCC(=O)Nc4ccccc4OC(F)F)cc3)ccc12 | -5 | 14 | -4 | 6
19 | Cc1ccc(NC(=O)CSc2nnc(C3CC3)n2CC2CCCO2)c(C)c1 (stereo unspecified) | 6 | 5 | -3 | 4
20 | O=C(NC1CCS(=O)(=O)C1)c1ccc(Br)o1 (stereo unspecified) | 1 | 19 | 0 | 3
21 | COc1ccc(S(=O)(=O)N2CCCCC2)cc1NC(=O)c1ccc(Cl)nc1 | 12 | 25 | 9 | -9
22 | Cc1ccc(C)c(CSc2nnc(C)c(=O)n2N)c1 | -1 | 3 | -7 | 12
23 | CC12CCC(O)CC1=CCC1C2CCC2(C)C(c3ccn[nH]3)CCC12 (stereo unspecified) | nt | nt | -7 | -17
24 | CCC(C(=O)Nc1ccc([N+](=O)[O-])cn1)c1ccccc1 (stereo unspecified) | -2 | 5 | -4 | 8
25 | CCCCc1cc(=O)oc2cc(C)cc(OCC(=O)N3CCC(C(=O)O)(c4ccccc4)CC3)c12 | 12 | 23 | -2 | 3
26 | Cc1c(Cl)c([N+](=O)[O-])nn1Cc1ccc(C(=O)N/N=C\c2cc(Cl)ccc2O)o1 | -33 | -56 | 6 | 9
27 | O=C(Cc1ccc(Cl)cc1)NC1CCCN(Cc2ccccc2F)C1 (stereo unspecified) | 10 | 11 | 11 | 1
28 | N#Cc1c2n(c(=S)n(-c3ccc(OC(F)F)cc3)c1=O)CCCCC2 | -3 | 1 | -3 | 18
29 | O=C(Nc1ccc(F)cc1)c1cccc(N2C(=O)C3C4C=CC(C5CC45)C3C2=O)c1 (stereo unspecified) | -4 | -6 | -7 | -2
30 | C(=N\Nc1nc2ccccc2[nH]1)/c1ccncc1 | -13 | -59 | -7 | 15

no. | EBI2 antag | APJ antagonist | Jurkat NFkB inh | Gli-Sufu antag
16 | 3 | 10 | 16 | -7
17 | -9 | -11 | -2 | 3
18 | -8 | 0 | 3 | -16
19 | -9 | 5 | 10 | -15
20 | -17 | -1 | 9 | -6
21 | 0 | -14 | -8 | -2
22 | -5 | 3 | 14 | 33
23 | -3 | nt | nt | 6
24 | 0 | 11 | 8 | -1
25 | 3 | -1 | -2 | 3
26 | -4 | -18 | 35 | 50
27 | 7 | 6 | 5 | 2
28 | -6 | -1 | -5 | -2
29 | -4 | 15 | -10 | 11
30 | -1 | 19 | -56 | -20

Some of the entries above, reformatted:
18	Cc1cc(=O)oc2cc(OCc3ccc(C(=O)OCC(=O)Nc4ccccc4OC(F)F)cc3)ccc12
19	Cc1ccc(NC(=O)CSc2nnc(C3CC3)n2CC2CCCO2)c(C)c1 (stereo unspecified)
20	O=C(NC1CCS(=O)(=O)C1)c1ccc(Br)o1 (stereo unspecified)
21	COc1ccc(S(=O)(=O)N2CCCCC2)cc1NC(=O)c1ccc(Cl)nc1
22	Cc1ccc(C)c(CSc2nnc(C)c(=O)n2N)c1
23	CC12CCC(O)CC1=CCC1C2CCC2(C)C(c3ccn[nH]3)CCC12 (stereo unspecified)
24	CCC(C(=O)Nc1ccc([N+](=O)[O-])cn1)c1ccccc1 (stereo unspecified)
25	CCCCc1cc(=O)oc2cc(C)cc(OCC(=O)N3CCC(C(=O)O)(c4ccccc4)CC3)c12

screen / no.	18	19	20	21	22	23	24	25
UBC13 polyUb	-5	6	1	12	-1	nt	-2	12
697 NFkB inh	14	5	19	25	3	nt	5	23
CXCR6 inh	-4	-3	0	9	-7	-7	-4	-2
CCR6 antag	6	4	3	-9	12	-17	8	3
EBI2 antag	-8	-9	-17	0	-5	-3	0	3
APJ antagonist	0	5	-1	-14	3	nt	11	-1
Jurkat NFkB inh	3	10	9	-8	14	nt	8	-2
Gli-Sufu antag	-16	-15	-6	-2	33	6	-1	3

26	Cc1c(Cl)c([N+](=O)[O-])nn1Cc1ccc(C(=O)N/N=C\c2cc(Cl)ccc2O)o1
27	O=C(Cc1ccc(Cl)cc1)NC1CCCN(Cc2ccccc2F)C1 (stereo unspecified)
28	N#Cc1c2n(c(=S)n(-c3ccc(OC(F)F)cc3)c1=O)CCCCC2
29	O=C(Nc1ccc(F)cc1)c1cccc(N2C(=O)C3C4C=CC(C5CC45)C3C2=O)c1 (stereo unspecified)

screen / no.	26	27	28	29
UBC13 polyUb	-33	10	-3	-4
697 NFkB inh	-56	11	1	-6
CXCR6 inh	6	11	-3	-7
CCR6 antag	9	1	18	-2
EBI2 antag	-4	7	-6	-4
APJ antagonist	-18	6	-1	15
Jurkat NFkB inh	35	5	-5	-10
Gli-Sufu antag	50	2	-2	11
